Bioassay records as filed in PubChem.
TMEM16A act: activates or potentiates the mouse TMEM16A chloride channel | HEK293 TMEM16A/YFP-H148Q/I152L, iodide quench fluorescence; stronger effect = lower value | B-score at 10 µM | actives 0.3% (n = 340,000);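 active = fluorescence-ratio B-score plate-corrected deviation score at least 3 library SD below zero, with starting fluorescence score within 5 deviations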;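 note: channel opened by trigger with iodide after compound preincubation; score built on the fluorescence ratio of max minus min over baseline; more negative score means more quench and so TMEM16A activation or potentiation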
HDAC3 inh: blocks human histone deacetylase 3 | actives 0.15% (n = 320,000) | O15379 | recombinant HDAC3, fluorogenic peptide/trypsin coupled, fluorescence | inhibition, % at 8.3 µM; in the data active = inhibition above about 26%, passing the limit was not always enough
hERG protect: hERG (human) protection from proarrhythmic block; CHO-hERG, FluxOR thallium flux, dofetilide IC70 present; activation (rescue from dofetilide block), less the hit threshold, % at 10 µM; actives 0.51% (n = 310,000);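 active = activation above the mean of controls blocked by dofetilide plus 5 SD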;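 note: thallium influx through hERG after potassium depolarization seen as dye fluorescence rise; in these data hits start at about 4.7%; inactives centre near -7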
KCNK9 inh: human KCNK9 channel inhibition. HEK293 KCNK9, FluxOR thallium flux fluorescence; stronger effect = lower value. Q9NPC2. actives 1.2% (n = 310,000). AID 488922. B-score at 10 µM;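 active = ratio B-score over 3 SD below the library mean, with starting fluorescence within 5 SD of its mean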;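 note: negative B-score means less thallium flux so channel inhibition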
Target sequence (Q9NPC2 whole entry, looked up): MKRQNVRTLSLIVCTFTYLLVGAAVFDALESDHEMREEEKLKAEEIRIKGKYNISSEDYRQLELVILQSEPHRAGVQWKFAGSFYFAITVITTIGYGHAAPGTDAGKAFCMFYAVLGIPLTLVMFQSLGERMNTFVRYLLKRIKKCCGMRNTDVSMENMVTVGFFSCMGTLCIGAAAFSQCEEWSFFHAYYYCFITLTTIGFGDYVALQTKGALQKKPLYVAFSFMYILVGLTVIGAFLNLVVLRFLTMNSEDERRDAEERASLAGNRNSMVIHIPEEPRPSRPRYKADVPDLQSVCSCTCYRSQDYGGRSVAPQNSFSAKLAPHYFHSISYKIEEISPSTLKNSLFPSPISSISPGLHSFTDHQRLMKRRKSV
RGS4 pot: RGS4 potentiation or activation; HEK293 M3R/inducible RGS4, carbachol calcium flux Fluo4; stronger effect = lower value; B-score at 10 µM; actives 0.92% (n = 310,000); AID 463111;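 active = B-score of the integrated calcium signal more than 4 SD below the library mean, with starting fluorescence not abnormally high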;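 note: negative B-score means reduced calcium response which marks RGS4 activation or potentiation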
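Assay system: Inducible-RGS4 HEK293 cells carrying M3 receptor | Schedule: Compound preincubation 20 min at room temperature before agonist | Signal: Kinetic calcium fluorescence imaging with Fluo4-AM dye, 2 µM | Read-out basis: B score from integrated fluorescence ratio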
SKKanGAS inh: inhibitors of SKKanGAS S. pyogenes growth in kanamycin (SK-promoter or general growth effect); inhibition, % at 7.5 µM; BacTiter-Glo, 6 h; actives 1.3% (n = 300,000); AID 1662;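 active = mean replicate score, as percent of positive control median, at least 50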;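 note: strain carries kanamycin resistance gene driven by streptokinase promoter and grows in 40 µg/ml kanamycin; loss of luminescence reflects streptokinase promoter inhibition or plain growth inhibition; 0% = median of DMSO wells and 100% = positive control at its reference dose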
RGS4 block: human RGS4 inhibition; P49798; HEK293 M3R/RGS4 inducible, Fluo-4 calcium flux; stronger effect = higher value; triggered by carbachol at its EC20; B-score at 10 µM; actives 0.45% (n = 310,000);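 active = B-score, a plate-corrected calcium signal, over three deviations above library mean, with baseline fluorescence within five deviations of library mean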;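 note: RGS4 expression induced by doxycycline in cells with stable M3 receptor; B-score is computed from the integrated fluorescence ratio over baseline after carbachol; higher B-score means a larger calcium signal and so more RGS4 inhibition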
Target sequence (P49798 whole entry, looked up): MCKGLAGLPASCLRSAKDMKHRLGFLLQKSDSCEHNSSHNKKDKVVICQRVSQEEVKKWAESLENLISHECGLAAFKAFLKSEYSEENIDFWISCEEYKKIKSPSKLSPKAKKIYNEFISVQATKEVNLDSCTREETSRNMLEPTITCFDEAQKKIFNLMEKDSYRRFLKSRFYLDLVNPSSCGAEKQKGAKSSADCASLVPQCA
KCNQ1 inh: human KCNQ1 channel inhibition | CHO-K1 KCNQ1, FluxOR thallium flux fluorescence; stronger effect = higher value | B-score at 10 µM | actives 1.3% (n = 310,000) | AID 2642;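 active = compounds whose thallium flux B-score, printed positive for inhibition, exceeds three library SD while starting fluorescence stays within three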;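 note: channel opened by potassium depolarization with thallium stimulus after 20 min compound exposure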
TMEM16A inh: mouse TMEM16A channel inhibition, primary screen; HEK293 TMEM16A/YFP iodide influx fluorescence, ionomycin; normalized B-score (activity score, 25-100; higher = stronger inhibition) at 10 µM; actives 1.2% (n = 310,000); AID 588511;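 active = ratio plate-corrected score three or more library SD toward inhibition, starting fluorescence score within five deviations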;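 note: score derived from kinetic fluorescence span divided by baseline fluorescence per well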
KCNQ1 act: human KCNQ1 channel potentiation or activation | actives 0.35% (n = 310,000) | CHO-K1 KCNQ1, thallium flux FluxOR fluorescence; stronger effect = higher value | AID 2648 | B-score at 10 µM;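 active = fluorescence ratio B-score, a plate-corrected score, at least three library SD, with initial intensity B-score within 5 SD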
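assay system = KCNQ1-transfected CHO-K1 cells | medium = assay buffer with matched DMSO | probe or stimulus = depolarizing K+/Tl+ stimulus, K2SO4 and Tl2SO4 each 12.5 mM in 5x stock | dosing = single dose | incubation = dye 90 min, compound 20 min, room temperature | detection = kinetic FluxOR fluorescence, 10 s baseline plus 110 s post-stimulus | evaluation = ratio B score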
KCNK3 inh: human KCNK3 channel inhibition, primary screen; AID 602410; CHO-KCNK3 thallium flux, FluxOR fluorescence; stronger effect = lower value; actives 0.84% (n = 340,000); O14649; B-score at 10 µM;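 active = B-score under library mean minus 4 SD, starting fluorescence ratio at most library mean plus 5 SD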;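 note: more negative B-score means stronger inhibition of thallium flux through KCNK3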
Target sequence (O14649 whole entry, looked up): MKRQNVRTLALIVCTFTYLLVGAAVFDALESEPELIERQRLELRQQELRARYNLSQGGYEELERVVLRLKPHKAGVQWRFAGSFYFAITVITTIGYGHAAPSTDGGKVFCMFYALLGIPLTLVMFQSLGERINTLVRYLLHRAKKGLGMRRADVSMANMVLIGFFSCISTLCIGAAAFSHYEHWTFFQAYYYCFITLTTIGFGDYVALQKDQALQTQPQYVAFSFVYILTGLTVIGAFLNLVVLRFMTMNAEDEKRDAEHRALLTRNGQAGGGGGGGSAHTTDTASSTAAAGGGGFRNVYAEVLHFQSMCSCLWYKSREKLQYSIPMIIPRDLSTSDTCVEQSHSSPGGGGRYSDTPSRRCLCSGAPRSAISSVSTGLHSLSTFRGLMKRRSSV
Numbers without * were called inactive; i = inactive; · = no result given.

SMILES	TMEM16A act	HDAC3 inh	hERG protect	KCNK9 inh	RGS4 pot	SKKanGAS inh	RGS4 block	KCNQ1 inh	TMEM16A inh	KCNQ1 act	KCNK3 inh
CCOc1ccc(C2c3c(oc4ccccc4c3=O)C(=O)N2c2ccc(C)cn2)cc1OC (stereo not given)	i	-16	-5	i	i	5	i	i	i	i	-11*
COc1ccccc1N(CC(=O)N1CCCCC1)S(=O)(=O)c1ccccc1	i	-1	-2	i	i	-2	i	i	i	i	i
Cc1cc(Oc2ccc(N)cn2)cc(C)c1Cl	i	4	-4	i	i	-1	i	i	i	i	i
O=C(COc1ccccc1)Nc1nnc(-c2ccc(F)cc2)o1	i	0	-9	i	i	28	i	i	i	i	i
COc1cccc(N2C(=O)Nc3ccc(Br)cc3C2(O)C(=O)NCCN(C)C)c1 (stereo not given)	i	-10	-4	i	i	0	i	i	i	i	i
Clc1ccc(CNc2cnccn2)cc1Cl	i	-27	0	i	i	12	i	i	i	i	i
COc1ccc(/C(N)=N/OC(=O)C2CCCCC2)cc1	i	1	-11	i	i	1	i	i	i	i	i
N=c1c2c(ncn1Cc1ccco1)Oc1cc(O)ccc1C2c1ccccc1 (stereo not given)	i	1	-13	i	i	21	i	i	i	i	i
O=C(O)C1CCN(c2c([N+](=O)[O-])cc(C(F)(F)F)cc2[N+](=O)[O-])CC1	i	8	-5	i	i	11	i	i	i	i	i
CN(Cc1cn(C)nc1-c1ccc(Oc2ccccc2)cc1)C1CCOC1 (stereo not given)	i	0	-9	i	i	-2	i	i	i	i	i
Cc1ccc(CN2CCN(Cc3ccco3)CC2)cc1	i	-4	-8	i	i	-2	i	i	i	i	i
CC(C)CN1CCC(Oc2cccc(C(=O)NCCc3ccccc3)c2)CC1	i	1	-17	i	i	24	i	i	i	i	i
CCOc1cc(C(=O)N(C)Cc2cc3ccccc3[nH]c2=O)cc(OCC)c1OCC	i	-9	-8	i	i	-11	i	i	i	i	i
Cc1cc(C)n(-c2nc(SCC(=O)O)c3c4c(sc3n2)CCCC4)n1	·	-3	-12	i	i	57*	i	i	i	i	·
CCCc1[nH]nc2c1C(c1cc(OC)cc(OC)c1)C(C#N)=C(N)O2 (stereo not given)	i	3	-7	i	i	-8	i	i	i	i	i

Continued; it opens with the 2 that closed the last part.
SMILES	TMEM16A act	HDAC3 inh	hERG protect	KCNK9 inh	RGS4 pot	SKKanGAS inh	RGS4 block	KCNQ1 inh	TMEM16A inh	KCNQ1 act	KCNK3 inh
Cc1cc(C)n(-c2nc(SCC(=O)O)c3c4c(sc3n2)CCCC4)n1	·	-3	-12	i	i	57*	i	i	i	i	·
CCCc1[nH]nc2c1C(c1cc(OC)cc(OC)c1)C(C#N)=C(N)O2 (stereo not given)	i	3	-7	i	i	-8	i	i	i	i	i
O=C(NCC(c1ccco1)N1CCCC1)c1cccc(NS(=O)(=O)c2ccc(Br)cc2)c1 (stereo not given)	i	4	-12	i	i	-4	i	i	i	i	i
O=C(NCc1ccccc1)C(=O)NCC1OCCN1C(=O)c1ccc(Cl)cc1 (stereo not given)	i	-2	-2	i	i	-4	i	i	i	i	i
COc1ccccc1CNC(=O)COC(=O)[C@H](Cc1c[nH]c2ccccc12)NC(=O)c1cccs1	i	9	-9	i	i	-1	i	i	i	i	i
COC(=O)Cn1ccc(N(C)C)c(C#N)c1=O	i	5	-2	i	i	-3	i	i	i	i	i
CC(C)c1nnc(NC(=O)CSc2nnc(NC(=O)c3c(F)cccc3F)s2)s1	i	3	-11	i	i	13	i	i	i	i	i
Cc1cccc(-c2nc(CS(=O)CC(=O)NCc3ccco3)c(C)o2)c1 (stereo not given)	i	-3	-12	i	i	-6	i	i	i	i	i
COC(=O)c1ccc(NC(=O)COc2cccc(-n3cnnn3)c2)cc1	i	-2	-6	i	i	30	i	i	i	i	i
COc1ccc2nc(SCC(=O)NCc3ccc(OC)c(OC)c3)[nH]c2c1	i	-1	-6	i	i	-7	i	i	i	i	i
O=C(Nc1cccs1)Nc1c(F)c(F)c(F)c(F)c1F	i	0	-12	i	i	0	i	i	i	i	i
CC(=O)n1cc([C@@H]2C=C(C(=O)Nc3ccccc3)O[C@H](OCCCCO)C2)c2ccccc21	i	13	-5	i	i	6	i	i	i	i	i
CCn1nnnc1SCC(=O)NCc1ccc2c(c1)OCO2	i	0	-2	i	i	0	i	i	i	i	i
COc1ccc(CNC(=O)COC(=O)c2ccccc2C(=O)c2ccccc2)cc1	i	2	-15	i	i	0	i	i	i	i	i
Cc1cc(C)nc(Nc2ccccc2Br)n1	i	-6	-2	i	i	5	i	i	i	i	i
COC(=O)CNC(c1ccccc1)c1cc(Br)ccc1NC(=O)CCN1CCOCC1 (stereo not given)	i	-1	-10	i	i	-8	i	i	i	i	i
COc1cccc(NC(=S)N/N=C2\CC(C)(C)Oc3ccc(O)cc32)c1	i	1	-9	i	i	-10	i	i	i	i	i
CC(C)(C)c1[nH]nc2c1C(c1ccsc1)C(C#N)=C(N)O2 (stereo not given)	i	8	-12	i	i	2	i	i	i	i	i
CC(=O)Nc1ccc2c(c1)OCCO2	i	-1	-5	i	i	-4	i	i	i	i	i
O=C(Nc1ccc(C(=O)N2CCCCC2)cc1)c1ccccc1Br	i	5	-4	i	i	0	i	i	i	i	i
Cc1ccc(SCC(=O)O/N=C(\N)c2ccc([N+](=O)[O-])cc2)cc1	i	6	-10	i	i	-4	i	i	i	i	i
CC(C)OC(=O)CSc1nnc(-c2cnccn2)n1Cc1ccco1	i	2	-1	i	i	-11	i	i	i	i	i
O=C1CCc2cc(S(=O)(=O)N3CCC(C(=O)NC4CCCC4)CC3)ccc2N1	i	3	-4	i	i	6	i	i	i	i	i
COc1ccc(CN2CCC(=O)N([C@H](CO)CC(C)C)CC2)cc1	i	-4	-1	i	i	-2	i	i	i	i	i
COc1ccc(CCN2CC(C(=O)Nc3cccc(C(C)=O)c3)CC2=O)cc1OC (stereo not given)	i	10	-13	i	i	-14	i	i	i	i	i
CCn1c(CN2CCN(Cc3ccc(C)cc3)C(CCO)C2)nc2ccccc21 (stereo not given)	i	0	-16	i	i	-1	i	i	i	i	i
Cc1ccc2c(C)nc(N/C(N)=N/S(=O)(=O)c3ccccc3)nc2c1	i	·	-10	i	i	0	i	i	i	i	i
Cc1ccc(OC(=O)c2ccc(S(=O)(=O)N(C)C)cc2)c(-n2nc3ccccc3n2)c1	i	5	-16	i	i	-5	i	i	i	i	i
O=C(O)c1ccc2c(c1)C1C=CCC1C(c1ccncc1)N2 (stereo not given)	i	1	-3	i	i	-4	i	i	i	i	i
Cc1ccc2c(c1)N(C(=O)CCC(=O)NCCCN1CCC(Cc3ccccc3)CC1)CCO2	i	-9	-21	i	i	-2	i	i	i	i	i
Cc1cc(C(=O)OCC(=O)Nc2ncc(C(F)(F)F)cc2Cl)c(C)o1	i	-2	-7	i	i	-1	i	i	i	i	i
Cc1cc(C)n(C(=O)/C(C#N)=N\Nc2ccccc2[N+](=O)[O-])n1	i	2	-21	i	i	-7	i	i	i	i	i
CCOc1ccccc1CN1CCN(Cc2nc3c(s2)CCCC3)CC1CCO (stereo not given)	i	-1	-8	i	i	-6	i	i	i	i	i
Nc1ncnc2c1CCC2	i	3	-4	i	i	-1	i	i	i	i	i
COc1cccc(C(=O)NNC(=O)C(=O)Nc2ccc(C)cc2)c1	i	-4	27*	i	i	3	i	i	i	37*	i
COc1ccc(NC(=O)c2sc3nc(C)cc(C)c3c2N)cc1	i	0	4.8*	i	i	-2	i	i	i	i	i
O=C(CCSc1nnc2ccccn12)Nc1ccc2c(c1)OCO2	i	-2	-5	i	i	4	i	i	i	i	i
CSc1ccc(S(=O)(=O)N2CCC(C(=O)NCCc3ccccc3)CC2)cc1	i	-2	-3	i	i	2	i	i	i	i	i
COc1cc2[nH]c(C(=O)N3CCN(c4ccc(F)cc4)CC3)cc2c(OC)c1OC	i	14	-7	i	i	-2	i	i	i	i	i
CCS(=O)(=O)c1ccc(-c2cccc(NC(=O)COc3ccccc3)c2)nn1	i	4	-8	i	i	3	i	i	i	i	i
CC1CCC/C(=N\NC(=S)Nc2ccccc2)C1 (stereo not given)	i	2	-4	i	i	-9	i	i	i	i	i
COc1cccc(C2CC(c3ccc(NS(C)(=O)=O)cc3)=NN2C(=O)c2ccccc2)c1OC (stereo not given)	i	7	-5	i	i	12	i	i	i	i	i
Cc1noc(C)c1COc1ccc(CC(=O)NCCc2ccccn2)cc1	i	9	-5	i	i	-2	i	i	i	i	i
CC(=O)N(C(C)=O)S(=O)(=O)c1ccc(N=NN2CCOCC2)cc1	i	6	-8	i	i	3	i	i	i	i	i
COc1ccc(/C=N/NC(=O)CSCC(=O)Nc2ccccc2)cc1	i	·	-10	i	i	-3	i	i	i	i	i
COc1nc(-c2ccc(Cl)cc2)ccc1-c1noc(-c2cccs2)n1	i	-7	-18	i	i	-9	i	i	i	i	i
COc1ccc(CN(C(=O)c2cccs2)C(C(=O)NC2CCCCC2)c2ccc3ncccc3c2)cc1 (stereo not given)	i	-3	-5	i	i	14	i	i	i	i	i
O=C(CSc1nc2ccccc2n1Cc1ccccc1)N/N=C/c1ccco1	i	1	-15	i	i	1	i	i	i	i	i
CC1=C/C(=C\c2ccc(Br)o2)C(=O)O1	i	3	-7	i	i	20	i	i	i	i	i
CCN(Cc1ccccc1)C(=O)CN1C(=O)NC(CC)(c2ccc(F)cc2)C1=O (stereo not given)	i	3	-4	i	i	-6	i	i	i	i	i
O=C(CSc1nc2cc(S(=O)(=O)N3CCOCC3)ccc2o1)NC1CCCc2ccccc21 (stereo not given)	i	1	-5	i	i	8	i	i	i	i	i
CCOC(=O)C1CCN(C(=O)CS(=O)(=O)Cc2nc(-c3ccccc3Cl)oc2C)CC1	i	·	-11	i	i	-7	i	i	i	i	i
CCN(Cc1nc(-c2ccc(OC)cc2)no1)C(=O)c1ccc2c(c1)OCO2	i	2	-8	i	i	-2	i	i	i	i	i
Cc1cccn2c(=O)c3cc(C#N)c(=O)n(-c4c(C)n(C)n(-c5ccccc5)c4=O)c3nc12	i	7	-12	i	i	4	i	i	i	i	i
COc1ccc(C(=O)OCC(=O)NCc2ccco2)cc1S(=O)(=O)N1CCN(c2cccc(Cl)c2)CC1	i	4	-7	i	i	14	i	i	i	i	i
